Compound activity deposited in PubChem by National Center for Advancing Translational Sciences (NCATS).
GPT2 inhibitor: blocks human glutamate pyruvate transaminase 2; AID 1671188; Potency, µM (highest dose often 57.7 µM), inactives show at the top dose activity change, negative = inhibition, usual class: inhibitors; 100,000 tested, 0.25% active; Recombinant GPT2, coupled pyruvate oxidase/HRP Amplex Red fluorescence; Q8TD30; note: potency is the fitted concentration of half-maximal effect; nearly all actives have a fitted effect of over 60% in size; many of its hits are not listed in these tables
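GPT2 10ng/uL, a-KG 250uM, L-Ala 2mM, HEPES pH7.5 + 0.0001% Tween; 30 min RT. Then Amplex mix (PO/HRP/ThPP), 30 min RT dark, fluorescence. AOA 50uM used as positive control.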
SNCA expr inh: SNCA gene expression inhibition; HEK-293 SNCA-luciferase knock-in, luminescence, 24 h; Potency, µM (highest dose often 57.2 µM), for inactives: at the top dose activity change, negative = inhibition, most hits filed as inhibitors; 140,000 tested, 0.17% active; AID 1671194;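 note: potency is the fitted concentration of half-maximal effect; plate controls were DMSO cells for no effect and cell-free wells for full effect; nearly all actives have a fitted effect of over 45% in size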
SNCA viab count: reduces viability of HEK-293 SNCA reporter cells. AID 1671193. HEK-293-SNCA-luc viability, GF-AFC fluorescence, 24 h. 150,000 tested, 0.12% active. Potency, µM (highest dose often 57.1 µM), without a hit: top-dose activity change, negative = cytotoxicity, most hits filed as cytotoxic;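 note: potency is the fitted concentration of half-maximal effect; 0% = DMSO-treated cells and -100% = medium-only wells without cells; nearly all actives have a fitted effect of over 30% in size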
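HEK-293-SNCA-luc cells (1500/well) plated 24 h, then exposed 24 h to a dilution series; GF-AFC added 30 min at 37C, fluorescence 405/540 nm; normalised to medium-only and DMSO wells, Hill fit.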
Luciferase inh: inhibitors of firefly (Photinus pyralis) luciferase. 76,000 tested, 2.5% active. purified P. pyralis luciferase, luminescence, biochemical. AID 1347043. Potency, µM (series often up to 115 µM), for the others: top-dose activity change, negative = inhibition, most hits filed as inhibitors; note: potency is the fitted concentration of half-maximal effect; nearly all actives have a fitted effect of over 65% in size
Target sequence (P08659 whole entry, looked up): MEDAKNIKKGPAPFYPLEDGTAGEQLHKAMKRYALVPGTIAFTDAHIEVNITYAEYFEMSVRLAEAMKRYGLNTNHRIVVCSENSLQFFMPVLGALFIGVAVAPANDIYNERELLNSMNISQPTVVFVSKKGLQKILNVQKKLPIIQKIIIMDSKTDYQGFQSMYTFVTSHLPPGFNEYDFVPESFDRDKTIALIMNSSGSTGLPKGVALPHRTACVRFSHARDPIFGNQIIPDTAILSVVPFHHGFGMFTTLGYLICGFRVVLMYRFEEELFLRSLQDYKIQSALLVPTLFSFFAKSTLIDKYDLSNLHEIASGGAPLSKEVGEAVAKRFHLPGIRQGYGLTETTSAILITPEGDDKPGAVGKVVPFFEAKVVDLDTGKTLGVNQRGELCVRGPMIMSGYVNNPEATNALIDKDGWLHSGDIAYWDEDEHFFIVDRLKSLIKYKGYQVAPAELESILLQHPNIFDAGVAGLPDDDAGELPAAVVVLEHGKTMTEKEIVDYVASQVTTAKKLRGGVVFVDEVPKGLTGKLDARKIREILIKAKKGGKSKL
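Luminescence read by CCD imager after adding enzyme (10nM final) to wells holding compound, titrated in qHTS. Substrates 10uM each D-luciferin and ATP; buffer 50mM Tris acetate pH 7.5, 10mM Mg acetate, Tween-20, BSA.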
NIH3T3 tox: kills NIH 3T3 cells; NIH 3T3 viability, CellTiter-Glo ATP luminescence, 48-72 h; Potency, µM (doses to about 96.7 µM), for the others: at the highest dose activity change, negative = cytotoxicity, hits mostly inhibitors; 94,000 tested, 4.3% active; note: potency is the fitted concentration of half-maximal effect; nearly all actives have a fitted effect of over 55% in size
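Luminescent ATP readout (CellTiter-Glo, 10 min RT) after 48 or 72 hr compound exposure of NIH 3T3 cells seeded at 400 cells/well in 1536-well format; quantitative HTS.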
IP6K1 inhibitor: blocks human inositol hexakisphosphate kinase 1; Q92551; IP6K1 kinase, ADP-Glo luminescence, 2 h; hits give low values; activity change, % (series mostly up to about 58 µM); 140,000 tested, 0.81% active; AID 1645851; in the data active = activity change below about -25%
Target sequence (Q92551 whole entry, looked up): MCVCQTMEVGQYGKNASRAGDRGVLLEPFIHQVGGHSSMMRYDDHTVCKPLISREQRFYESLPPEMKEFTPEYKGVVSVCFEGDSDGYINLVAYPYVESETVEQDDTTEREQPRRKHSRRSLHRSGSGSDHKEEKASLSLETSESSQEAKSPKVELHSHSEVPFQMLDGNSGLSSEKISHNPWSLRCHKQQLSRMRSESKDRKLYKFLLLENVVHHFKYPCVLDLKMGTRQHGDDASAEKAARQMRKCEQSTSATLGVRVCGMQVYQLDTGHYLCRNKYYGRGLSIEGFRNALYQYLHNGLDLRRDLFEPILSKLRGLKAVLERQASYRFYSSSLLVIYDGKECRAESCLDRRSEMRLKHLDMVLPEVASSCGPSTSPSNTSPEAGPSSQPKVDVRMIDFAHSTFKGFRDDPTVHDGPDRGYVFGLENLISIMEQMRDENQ
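ADP-Glo luminescence measures ADP made by human IP6K1 during a 2 h RT reaction with ATP/IP6 (mix at 1.3 mM/130 uM); top library doses 57.5 and 19.1 uM final.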
HEK cytotox: HEK 293 cell cytotoxicity; 94,000 tested, 6.6% active; HEK 293 viability, ATP luminescence (CellTiter-Glo), 48-72 h; Potency, µM (highest dose often 115 µM), without a hit: top-dose activity change, negative = cytotoxicity, usual class: inhibitors; note: potency is the fitted concentration of half-maximal effect; nearly all actives have a fitted effect of over 60% in size
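Read-out: CellTiter-Glo ATP luminescence. Cells: HEK 293, 250 cells/well. Exposure: 48 or 72 hr, 37 degree Celsius.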
* = called active by the depositor; i = inactive; ? = inconclusive; / = not tested or not shown; [ ] = dose if it differs, or a comment. Unless noted, calls come from the whole dose curve; as a rule, active = well fitted curve in the direction sought with a large enough effect; inconclusive = small, poorly fitted or top-dose-only effect, or another doubt; inactive = no such curve, though single readings can be large; an effect the other way counts as inactive or inconclusive. Unless noted, % is set by controls: 0 for no effect and ±100 for the full control effect.

SMILES | GPT2 inhibitor | SNCA expr inh | SNCA viab count | Luciferase inh | NIH3T3 tox | IP6K1 inhibitor | HEK cytotox
Cc1nnc2n1C(C)CN(C(=O)COc1ccc(-n3cnnn3)cc1)C2 (stereo not given) | i | -4% | -3% | 10% | -17% | -4 | -20%
Cc1ccc(NC(=O)c2cnc(SCC(=O)N3CCOCC3)n(C)c2=O)cc1C | / | 80%[activator] | 4% | / | / | -8 | /
CC[C@H]1CN(C(C)=O)CC[C@H]1CC(=O)NC(C)C | 0%[88.5 µM] | -20%[87.6 µM] | 1%[87.6 µM] | -1%[230 µM] | -11%[230 µM] | 3 | -5%[230 µM]
COc1ccccc1N1CCN(c2ccc(-c3nc(-c4ccccc4C)no3)cc2[N+](=O)[O-])CC1 | / | 57%[activator] | -15% | / | / | 0 | /
CCN(CC)S(=O)(=O)c1ccc2oc(C(=O)Nc3ccc(Br)cc3F)c(C)c2c1 | / | 0% | 9% | / | / | 42 | /
CC(C)N1C[C@H](O)C[C@H]1c1nnc2n1CCN(C(=O)Cc1c[nH]c3ccccc13)CC2 | -12% | -12% | -12% | -4% | -3% | -4 | -29%
Cc1ccc(-c2nc(C)c(CCNC(=O)C(=O)Nc3ccc4c(c3)OCO4)s2)cc1 | / | 14% | 3% | / | / | -2 | /
CS(=O)(=O)N1C[C@H]2CCN(C(=O)Cc3ccccc3Cl)C[C@H]21 | i | 26% | 8%[12.5 µM] | 0% | i | 19 | -27%
N#Cc1nc(-c2ccc(COc3ccccc3)o2)oc1NCc1cccnc1 | / | -12% | -3% | / | / | 1 | /
CCCCNc1nc(Oc2ccc(=O)[nH]n2)nc(N(C)C)n1 | / | 9% | -3% | / | / | -4 | /
c1cc2nnc(C3CCC3)n2nc1NCC1CCCO1 (stereo not given) | -5% | 0% | -1% | -6% | ? | 2 | -1%
CC(C)=CC[C@H]1O[C@]2(O)C([C@H]3CCC4[C@@]5(C)CC[C@H](O[C@@H]6O[C@H](CO)[C@H](O)[C@H](O[C@@H]7O[C@H](CO)[C@@H](O)[C@H](O)[C@H]7O)[C@H]6O[C@@H]6O[C@@H](C)[C@H](O)[C@@H](O)[C@H]6O)C(C)(C)C5CC[C@@]4(C)[C@]3(C)[C@H]2O)[C@@]1(C)O (stereo not given in full) | i | / | -1%[12.5 µM] | / | / | 15 | /
CCN(CC)C(=O)C(NC(=O)c1ccc(F)cc1)C1CCN(C(=O)C(C)C)CC1 (stereo not given) | i | 7% | -5% | -11% | -14% | -10 | -6%
COc1ccccc1CNC(=O)CCn1c(=O)c2ccccc2n(CC(=O)Nc2cccc(Cl)c2)c1=O | / | -2% | -7% | / | / | 6 | /
N#CC1(c2ccc(F)cc2)CCC(=O)CC1 | 3% | 16%[25.6 µM] | 2%[23.9 µM] | / | / | -2 | /
C=Cc1ccc(Cn2c(=O)n(-c3cccc(Cl)c3)c(=O)c3c4c(sc32)CN(C(C)=O)CC4)cc1 | / | ? | -22% | / | / | 15 | /
O=C(C1CCCO1)N1CCN(Cc2ccc(=O)n(CC3CC3)c2)CC1 (stereo not given) | -25% | 0% | -1% | -8% | -12% | 4 | -1%
CC(C)N1C(=O)[C@@H]2[C@@H](CCN2C(=O)CCCC(=O)O)N(Cc2cccc(F)c2)C1=O | -4%[88.5 µM] | 14%[87.6 µM] | -4%[87.6 µM] | -8%[172 µM] | -22%[174 µM] | -1 | -23%[172 µM]
O=C1CCN(S(=O)(=O)c2ccccc2)CCCN(Cc2cccc(OC(F)(F)F)c2)CCN1 | -11% | -13% | -7% | 6% | ? | 5 | ?
COC(=O)CNC(=O)c1nc2sccn2c1-c1ccc(OC)cc1 | -6%[88.5 µM] | 2%[87.6 µM] | -4%[87.6 µM] | / | -13%[138 µM] | 16 | -10%[172 µM]
COCCCn1c(=N)c(C(=O)NC2CCCC2)cc2c(=O)n3cccc(C)c3nc21 | / | -23% | ? | / | / | -5 | /
CCC(=O)N1CCCN(CCN(C)C)c2ccccc21 | 0% | 0% | -13% | 5% | -2% | -11 | -2%
CCc1nncn1C1CCN(S(=O)(=O)c2ccc(OC)c(OC)c2)CC1 | 0% | 12% | 3% | 6% | -11% | 17 | 10%
COc1ccccc1NC(=O)Cn1c(=O)c(-c2noc(C)n2)c2n(c1=O)CCCCC2 | 1% | -16% | -12% | 5% | 1% | 15 | 10%
CC(=O)OC[C@@]12C(=O)C[C@@H](C)[C@]3(C[C@@H](c4ccoc4)OC3=O)[C@H]1CC[C@H](OC(C)=O)[C@]21CO1 | i | / | -1%[23.9 µM] | / | / | -5 | /
COc1ccc(Nc2ccnc(N3CCC(NC(=O)c4ccc(Cl)cc4)CC3)n2)cc1 | 3% | 5% | -28%[12.5 µM] | / | ? | 1 | ?
COCCO[C@H]1C(=O)N(C2CCN(C(=O)c3ccsc3)CC2)[C@H]1c1ccncc1 | i | 14% | 3% | / | -26% | 7 | -20%
O=C(Cn1c(=O)c2ccccc2n2nncc12)Nc1cccc(F)c1 | / | -1% | -9% | / | / | -5 | /
CCC(=O)c1cc(-c2ccc(Cl)cc2)n(-c2ccc(S(N)(=O)=O)cc2)c1C | 3% | / | -13% | / | / | -34* | /
CC(C)(C)C(=O)NC1CCCN(c2ccc3nnc(-c4ccccc4)n3n2)C1 (stereo not given) | / | / | / | / | ? | 7 | ?

Whole records as entered above. Order of values: GPT2 inhibitor, SNCA expr inh, SNCA viab count, Luciferase inh, NIH3T3 tox, IP6K1 inhibitor, HEK cytotox
Record of CCc1nncn1C1CCN(S(=O)(=O)c2ccc(OC)c(OC)c2)CC1 → 0%, 12%, 3%, 6%, -11%, 17, 10%
Record of COc1ccccc1NC(=O)Cn1c(=O)c(-c2noc(C)n2)c2n(c1=O)CCCCC2 → 1%, -16%, -12%, 5%, 1%, 15, 10%
Record of CCC(=O)c1cc(-c2ccc(Cl)cc2)n(-c2ccc(S(N)(=O)=O)cc2)c1C → 3%, /, -13%, /, /, -34*, /
Record of CC(C)N1C(=O)[C@@H]2[C@@H](CCN2C(=O)CCCC(=O)O)N(Cc2cccc(F)c2)C1=O → -4%[88.5 µM], 14%[87.6 µM], -4%[87.6 µM], -8%[172 µM], -22%[174 µM], -1, -23%[172 µM]
Record of C=Cc1ccc(Cn2c(=O)n(-c3cccc(Cl)c3)c(=O)c3c4c(sc32)CN(C(C)=O)CC4)cc1 → /, ?, -22%, /, /, 15, /

A different layout for part of the listing above.
Compound,GPT2 inhibitor,SNCA expr inh,SNCA viab count,Luciferase inh,NIH3T3 tox,IP6K1 inhibitor,HEK cytotox
COc1ccc(Nc2ccnc(N3CCC(NC(=O)c4ccc(Cl)cc4)CC3)n2)cc1,3%,5%,-28%[12.5 µM],/,?,1,?
COCCO[C@H]1C(=O)N(C2CCN(C(=O)c3ccsc3)CC2)[C@H]1c1ccncc1,i,14%,3%,/,-26%,7,-20%
O=C(Cn1c(=O)c2ccccc2n2nncc12)Nc1cccc(F)c1,/,-1%,-9%,/,/,-5,/
CCC(=O)c1cc(-c2ccc(Cl)cc2)n(-c2ccc(S(N)(=O)=O)cc2)c1C,3%,/,-13%,/,/,-34*,/

Other compounds:
SMILES | GPT2 inhibitor | SNCA expr inh | SNCA viab count | Luciferase inh | NIH3T3 tox | IP6K1 inhibitor | HEK cytotox
Cc1ccc(-c2ccccc2CN2CCC(C(=O)NCc3ccc(Cl)cc3)CC2)cc1Cl | -7% | 2% | -7% | / | ? | 2 | ?
O=C(NCC1CCOCC1)Nc1ccccc1Cl | i | 7% | 5% | -15% | i | 20 | 11%
COc1cc2c(cc1-c1nccn1-c1ccc(NC(C)=O)cc1)OCCO2 | i | -1% | -30% | 5% | ? | -2 | ?
COc1ccc(Cl)cc1NC(=O)CCC1CCCN(C(=O)CCCN2CCCC2=O)C1 (stereo not given) | i | -15% | 6% | 0% | ? | 13 | -9%
CCNC(=O)N1CCCN(c2ccc(C(=O)NCCc3ccc(Cl)cc3Cl)cc2NC(=O)c2cccc(Cl)c2)CC1 | i | / | -21% | / | / | -9 | /
Cc1cccc(CNC(=O)c2oc3c(c2C)-c2nn(Cc4cccc(Cl)c4)cc2CC3)c1 | / | -24% | -6% | / | / | 14 | /
O=C(COc1ccc(Cl)cc1)N1CCC(Cc2nc(-c3ccccc3)no2)CC1 | i | 14% | 2% | -4% | ? | 6 | 40µM*
O=C(CCSCc1ccccc1F)N1CCN(c2ccc(Cl)cc2)CC1 | / | 1% | 24% | / | / | -14 | /
O=c1cc(N2CCOCC2)oc2c(-c3cncnc3)nccc12 | i | 21%[87.6 µM] | 5%[87.6 µM] | -5%[172 µM] | ? | -12 | -1%[172 µM]
Cc1c(CNC2CCCCC2)c(C(=O)O)c(C)n1Cc1c(F)cccc1Cl | / | -11% | 2% | / | / | -7 | /
O=C([C@@H]1C[C@H](F)CN1C(=O)Nc1cccc(F)c1)N1CCOCC1 | 3% | 0% | 0% | 5% | 0% | 8 | 4%
COCCn1ncc(N2CCCC(CC(=O)NCc3cccs3)C2)cc1=O (stereo not given) | i | 14% | 3% | 2% | i | 14 | 3%
COc1ccc(NC(=O)CSc2nnc(-c3cccs3)o2)cc1 | / | 159%[activator] | 8% | / | / | 16 | /
COc1ccc(CNC(=O)N2CCCCCNC(=O)[C@@H]3CCCC[C@@H]32)cc1 | 1% | 6% | 7% | -2% | -5% | -10 | i
CCc1ccc(NC(=O)C(=O)NCCc2sc(-c3ccc(C)cc3)nc2C)cc1 | / | -8% | 1% | / | / | 2 | /
CC#CC(=O)N1CCC[C@H]1c1nc(-c2ccc(C(=O)Nc3ccccn3)cc2)c2c(N)nccn12 | -2%[27.3 µM] | / | -7%[23.9 µM] | / | / | -1 | /
O=C(c1ccc(F)cc1F)N1CCN(c2cc(-c3cccs3)[nH]n2)CC1 | i | 31%[activator] | -1% | 4% | ? | 30 | ?
COc1ccccc1N1CCN(S(=O)(=O)c2c(C)nc3sccn3c2=O)CC1 | / | 2% | -13% | / | / | 14 | /

An excerpt; rates above refer to the full screens.
